Bioassay records deposited in PubChem BioAssay by Center for Chemical Genomics, University of Michigan.
Dicer inh: inhibitors of Dicer pre-microRNA processing, primary screen, biochemical, cat-ELCCA, chemiluminescence. z-score at 25 µM. cat-ELCCA pre-miR-21 Dicer processing; stronger effect = higher value. AID 1347074, 2019. 47,000 tested, 6% active. Endoribonuclease Dicer (Homo sapiens), Q9UPY3; in the data active means z-score above about 3, passing the limit was not always enough;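 further: plate controls were vehicle for no effect and no enzyme for full effect; higher signal means more uncleaved substrate so more Dicer inhibition; strong numbers were not always called active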
* = called active by the depositor. A portion of the library. The share of hits here may be higher or lower than overall.

SMILES	Dicer inh
O=C1Nc2c(S(=O)(=O)N3CCOCC3)cc(S(=O)(=O)N3CCOCC3)c3cccc1c23	0.07
Cc1ccc(C2CC(=O)c3cnc4[nH]n(-c5ccccc5)c(=O)c4c3C2)cc1 (stereo not drawn)	-0.58
CCN(CC)C(=O)CSc1nnc2nnc3ccccc3n12	-0.58
O=C(CSc1nc(-c2ccccc2)cc(=O)[nH]1)c1ccc([N+](=O)[O-])cc1	1.1
O=C1c2cccc3cccc(c23)C(=O)N1CCCNCCO	2.6
COc1ccc(-c2nn3c(Cc4ccccc4)nnc3s2)cc1	-0.45
Nc1nc2c(c(=O)[nH]1)C(c1ccccc1)CC(=O)N2 (stereo not drawn)	1.5
O=C1CC(c2ccccc2)CCc2sccc2N1 (stereo not drawn)	-0.63
CC1CN(Cc2ccccc2)c2nc3c(c(=O)n(CC(=O)O)c(=O)n3C)n2C1 (stereo not drawn)	0.77
Nc1c(Cl)cc(-c2noc(-c3cccs3)n2)cc1Cl	-1.8
CCCCOC(=O)C(C)Oc1ccc(=O)n(-c2ccccc2)n1 (stereo not drawn)	1.8
O=C(CC1Sc2ccccc2NC1=O)NO (stereo not drawn)	-0.53
CC(C)(C)NC(=O)c1cc2nc3c(c(C(F)(F)F)n2n1)CCc1ccccc1-3	3.6*
Cc1ccc(C)c(-n2c(N)c(C(N)=O)sc2=S)c1	-0.82
NC(=O)c1sc2nnc(-c3ccccc3)c(-c3ccccc3)c2c1N	2.4
C=CCn1c(Sc2ncc(Br)cc2[N+](=O)[O-])n[nH]c1=O	-0.93
Cn1c(Sc2nc3ccc(Cl)cc3s2)nnc1-c1ccc2ncccc2c1	1.9
O=[N+]([O-])c1cccnc1Oc1ccc(OCc2ccccc2)cc1	-1.6
CCCc1noc(-c2ccc(-c3ccccc3)cc2)n1	-1.4
O=C1c2cccnc2C(=O)N1c1ccc(-c2nc3ccccc3o2)cc1	2.9
CC(=O)O[C@@H]1O[C@@H]2CO[C@@H](c3ccccc3)O[C@H]2[C@H](OC(C)=O)[C@H]1OC(C)=O	2.6
CCCCn1c2ccccc2n2c(C(=O)OC)c(C)nc12	-0.31
COc1ccc(-c2cc(C(F)(F)F)n3nc(-c4ccc(Cl)cc4)cc3n2)cc1	-0.12
COc1ccc(C2C(C#N)=C(N)Oc3n[nH]c(-c4ccccc4)c32)cc1OC (stereo not drawn)	-5.5
CC(=O)C1=C(C)NC2=C(C(=O)c3ccccc32)C1c1ccccc1 (stereo not drawn)	0.31
Cc1c(S(=O)(=O)N(Cc2ccccn2)Cc2ccccn2)cnn1-c1ccccc1	-0.32
Cc1ccc2c(c1)-c1cc(C)nn1C(c1sccc1C)N2 (stereo not drawn)	0.99
Cc1cc(=O)n2c(n1)NC(Nc1ccc(F)cc1)=NC2c1ccco1 (stereo not drawn)	-0.54
CC1(CC(=O)O)SC(=O)NC1=O (stereo not drawn)	0.42
CCSC1=N/C(=C\c2c(C)nn(-c3ccccc3)c2Cl)C(=O)S1	0.14
COC(=O)C1=C(C(=O)OC)SC(=C2C(=S)C(C)(C)Nc3c(OC)cccc32)S1	-2.1
CCCCSc1sc(C(=O)O)c(-c2ccc(Cl)cc2)c1C#N	-0.42
CC(=O)Nc1ccc2nc(NC(C)=O)sc2c1	3.2*
Nc1nc2c(c(C(F)(F)F)n1)CCCC2	1.5
COC(=O)CSc1sccc1[N+](=O)[O-]	0.19
COC(=O)c1sc(N2C(=O)c3oc4ccccc4c(=O)c3C2c2ccc(C)cc2)nc1C (stereo not drawn)	-0.77
CCOC(CN(C(=O)c1ccc(C)cc1)c1ccc(F)cc1)OCC	4.6*
C#CCOc1ccc(Cl)cc1C1C2=C(CC(C)(C)CC2=O)N(CC(=O)O)C2=C1C(=O)CC(C)(C)C2	-0.45
Nc1c(C(=O)N2CCCCC2)sc2nc(-c3cccs3)cc(C(F)(F)F)c12	4.7
O=c1oc(-c2c(Cl)cccc2Cl)ns1	0.01
CCN(CC)Cc1c(O)ccc2c(=O)c(Oc3ccccc3Cl)c(C(F)(F)F)oc12	1.2
O=C1CNC(=S)N1Cc1cccs1	0.48
CCOc1ccc(NCN2C(=O)c3ccc([N+](=O)[O-])cc3C2=O)cc1	-0.51
CC(C)(C)n1cnnc1Sc1ccc(C(F)(F)F)cc1[N+](=O)[O-]	-0.25
COc1ccc(Br)cc1C1NC(=O)c2c(sc3c2CCN(C)C3)N1 (stereo not drawn)	0.68
C=CCN1C(=O)C(O)(CC(=O)c2ccccc2)c2ccccc21 (stereo not drawn)	-0.1
Cc1ccc(C(=O)Nc2cc(C#N)c3sc4ccccc4n3c2=O)cc1	4.8*
CC(=O)c1ccc(NC(=O)OC2CCSC2)cc1 (stereo not drawn)	-0.22
CN(C)CCCN1C(=O)C(=O)/C(=C(/O)c2ccc(Br)cc2)C1c1ccc(Cl)cc1 (stereo not drawn)	0.4
O=C1c2cccc3cccc(c23)C(=O)N1c1ccccc1O	-0.02
COC(=O)c1ccc(CSc2nnc(-c3cccnc3)o2)cc1	-1.3
Cc1noc(C)c1C(=O)Oc1ccc(-c2n[nH]nc2C#N)cc1	-0.06
Cc1ccccc1-n1c(=O)n(Cc2ccccc2)c(=O)c2[nH]cnc21	-0.57
Cc1ccc2oc(=O)n(CCCOc3ccc(Br)cc3)c2c1	3.2*
NC(Cc1c[nH]c2ccccc12)C(=O)O (stereo not drawn)	2.3
Ic1ccc2[nH]ccc2c1	-0.12
CCOC(=O)CNC(=O)C(CC(N)=O)NC(=O)OC(C)(C)C (stereo not drawn)	9.1
N#Cc1cc(NC(=O)C(=O)O)c(Cl)c(NC(=O)C(=O)O)c1	-0.07
NC(=O)c1ccccc1NCC(=O)c1ccc(Cl)cc1	0.85
Cc1nc2ccccc2c2c1C(=O)N(c1ccccc1C(=O)OCC(=O)C(C)(C)C)C2=O	4.7*

6 entries drawn at random from the list so far:
SMILES	Dicer inh
O=C1c2cccnc2C(=O)N1c1ccc(-c2nc3ccccc3o2)cc1	2.9
Nc1nc2c(c(=O)[nH]1)C(c1ccccc1)CC(=O)N2 (stereo not drawn)	1.5
CCCCSc1sc(C(=O)O)c(-c2ccc(Cl)cc2)c1C#N	-0.42
O=C(CC1Sc2ccccc2NC1=O)NO (stereo not drawn)	-0.53
CCCCOC(=O)C(C)Oc1ccc(=O)n(-c2ccccc2)n1 (stereo not drawn)	1.8
Cc1nc2ccccc2c2c1C(=O)N(c1ccccc1C(=O)OCC(=O)C(C)(C)C)C2=O	4.7*

Next section.
SMILES	Dicer inh
O=C(Nc1nc(-c2ccc(OC(F)(F)F)cc2)no1)NN1CCCCC1	0.73
CCOC(=O)c1c(NC(=O)NC(C)(C)C)sc2c1CCN(C)C2	-0.25
O=C1NC(O)=NC1(c1ccccc1)c1ccccc1	-1.6
Cn1c(-c2ccccc2)cnc1NCc1cc(Cl)ccc1O	1.5
CC1(C)CC(=O)C2=C(C1)Nc1ccccc1NC2c1ccc(O)c(O)c1 (stereo not drawn)	4.7
CCOCCOC(=O)COc1ccc2c(=O)c(Oc3cc(C)ccc3C)coc2c1	3.4*
O=C1c2ccc([N+](=O)[O-])cc2C(=O)N1CNc1cc(C(F)(F)F)cc(C(F)(F)F)c1	1.9
COc1cc(S(=O)(=O)N2CCOCC2)c(OC)cc1Cl	1.1
CC1=C(C(=O)Nc2cc(C)ccn2)C(c2cccs2)C2=C(CC(C)(C)CC2=O)N1 (stereo not drawn)	-0.21
O=C1CCCC2=C1C(c1cccs1)c1c([nH]n(-c3ccccc3)c1=O)N2 (stereo not drawn)	-1
O=S(=O)(c1ccc(-c2ccno2)s1)N1CCN(CCN2CCOCC2)CC1	1.3
Cc1c2occ(-c3ccc(F)cc3)c2cc2c1oc(=O)c1ccccc12	4.2*
CCCc1ccc(C(=O)NC(=O)c2ccccc2O)cc1	-1.6
Cc1cc(=O)oc2cc(NC(=O)CCC(=O)O)ccc12	0.31
COC(=O)C1=C(C)NC2=C(C(=O)CC(c3ccc(OC)c(OC)c3)C2)C1c1ccc(F)cc1 (stereo not drawn)	4.5*
O=C1Nc2ccccc2/C1=C/c1c(-c2ccc3ccccc3c2)[nH]c2ccccc12	1.1
Clc1ccc(-c2nc(-c3cc(Cl)c(Cl)s3)cs2)cc1	0.48
C=C1SC(=Nc2ccccc2Cl)N(C(=O)c2cc(OC)c(OC)c(OC)c2)C1(C)C	-1.5
C/C=C/C(=O)N1CCN(c2ccnc3cc(Cl)ccc23)CC1	0.33
CCOC(=O)C1CCN(c2cc(C)c(C#N)c3nc4ccccc4n23)CC1	2.2
CCCN1C(=O)C(O)(CC(=O)c2c(C)coc2C)c2ccccc21 (stereo not drawn)	0.41
CC(C)(C)C(=O)O/N=C(/c1cccs1)C(C)(C)C	0.1
O=C1C2C3c4ccccc4C(c4ccccc43)C2C(=O)N1c1ccc(F)cc1 (stereo not drawn)	-0.84
O=c1[nH]c(=O)n(CCc2ccccc2)c2c1CN(C1CCCCC1)CN2	1

Reprinted from the part before: 5 compounds, followed by the next part.
SMILES	Dicer inh
CCOC(=O)C1CCN(c2cc(C)c(C#N)c3nc4ccccc4n23)CC1	2.2
CCCN1C(=O)C(O)(CC(=O)c2c(C)coc2C)c2ccccc21 (stereo not drawn)	0.41
CC(C)(C)C(=O)O/N=C(/c1cccs1)C(C)(C)C	0.1
O=C1C2C3c4ccccc4C(c4ccccc43)C2C(=O)N1c1ccc(F)cc1 (stereo not drawn)	-0.84
O=c1[nH]c(=O)n(CCc2ccccc2)c2c1CN(C1CCCCC1)CN2	1
Fc1ccc([C@@H]2CCNC[C@H]2COc2ccc3c(c2)OCO3)cc1	0.35
CN(C)c1ncnc2c1C(c1ccc(Br)cc1)c1c(ncnc1N(C)C)O2	5*
CCOC(=O)CO/N=C/c1c(Cl)cccc1Cl	0.66
O=S(=O)(Nc1ccc(Br)c2cccnc12)c1ccccc1	4.7*
CCc1ccc(C2CC(=O)Oc3c2c(=O)n(C)c2ccccc32)s1 (stereo not drawn)	-1
COc1ccc(C(=O)Oc2ccc(Cl)c3cccnc23)cc1OC	4.5*
Cc1ccc2c(C)c(C(=O)N(Cc3ccc(Cl)cc3)C3CCS(=O)(=O)C3)oc2c1 (stereo not drawn)	1.5
O=C(Nc1nnc(Sc2ccnc3cc(Cl)ccc23)s1)C1CC1	-0.87
CSc1sc(C(=O)NN)cc1S(=O)(=O)C(C)C	-1.5
COCCOC(=O)C1=C(C)NC2=C(C(=O)CCC2)C1c1cc2c(cc1Br)OCO2 (stereo not drawn)	-1
O=C(O)c1ccc(NS(=O)(=O)c2ccc3c4c(cccc24)C(=O)S3)cc1	0.67
CCOC(=O)N1CCc2c(sc3c2C(=O)NC(/C=C\c2ccccc2)N3)C1 (stereo not drawn)	0.1
Cc1cc(C)nc(NC(=O)CSc2nccc(C)n2)n1	-0.3
CC(=O)c1cc2cc(Cl)cc(Cl)c2oc1=O	-0.41
Clc1cc2c(cc1CSc1ncnc3nc[nH]c13)OCO2	0.51
CC(=O)Nc1ccc([N+](=O)[O-])cc1C#N	-0.3
O=S(=O)(c1ccc(Cl)cc1)N(CCc1ccccn1)c1ccc(Cl)cc1	-2
COc1ccc(-c2cc3nccc(-c4cc(C)ccc4O)n3n2)cc1	2.9
CCCc1c(C(=O)OCC)c2cc(NS(C)(=O)=O)ccc2n1S(C)(=O)=O	-0.37
CC1=C(C(N)=O)C(c2cccc(C)c2)n2nc(-c3cccc(C)c3)nc2N1 (stereo not drawn)	2.3
CC(=O)O/N=C(\N)c1nccnc1Sc1ccc(Cl)cc1	-1.1
Clc1ccc(-c2nnc3n2N=C(c2ccccc2)CS3)cc1	-0.79
CCCN1C(=O)C2(/C(=C(/O)c3ccc(Cl)cc3)C(=O)C(=O)N2CCOC)c2ccccc21 (stereo not drawn)	-1.6
CCOC(=O)CSc1nc(C)c2ccccc2n1	0.21
CC(C)c1nnc(NC(=O)Cn2cnc3c2c(=O)n(C)c(=O)n3C)s1	1.3
COc1ccc(NC(C)=O)c(NCc2cc(OC)c(OC)c(OC)c2)c1	-2
CCOC(=O)C(=CNc1cc(C)ccc1[N+](=O)[O-])C(=O)OCC	-0.7
O=C(O)CSCC(=O)NCc1c(Cl)cccc1Oc1ccccc1	-2
O=C(O)C1C2C=CC3(CN(Cc4ccncc4)C(=O)C13)O2 (stereo not drawn)	-0.98
O=c1oc(-c2ccc(-c3ccccc3)cc2)nc2ccccc12	0.22
CC1=C(C#N)C(c2ccc(Br)cc2)C2=C(CCCC2=O)N1 (stereo not drawn)	-0.58
CCOc1ccc2nc3c(nc2c1)-c1ccccc1C3=O	0.92
CN1CCc2cccc3c2[C@H]1Cc1ccc(O)c(O)c1-3	2.5
FC(F)(F)c1cc(/C=C/c2noc(C(F)(F)F)n2)cc(C(F)(F)F)c1	0.29
COc1ccccc1N1CCN(C(=O)C(C)Nc2ccccn2)CC1 (stereo not drawn)	-0.48
c1ccc2c(CSc3nnc([C@@H]4CCCN4)o3)cccc2c1	-1.9

Looked up above:
Cn1c(-c2ccccc2)cnc1NCc1cc(Cl)ccc1O – Dicer inh: 1.5
NC(=O)c1ccccc1NCC(=O)c1ccc(Cl)cc1 – Dicer inh: 0.85
Cc1ccc(C)c(-n2c(N)c(C(N)=O)sc2=S)c1 – Dicer inh: -0.82
O=C1c2cccnc2C(=O)N1c1ccc(-c2nc3ccccc3o2)cc1 – Dicer inh: 2.9
O=C(O)C1C2C=CC3(CN(Cc4ccncc4)C(=O)C13)O2 (stereo not drawn) – Dicer inh: -0.98
Cc1ccc2oc(=O)n(CCCOc3ccc(Br)cc3)c2c1 – Dicer inh: 3.2*
CCCc1noc(-c2ccc(-c3ccccc3)cc2)n1 – Dicer inh: -1.4

Other records.
SMILES	Dicer inh
CC12N=NCC1C(=O)N(c1ccccc1Cl)C2=O (stereo not drawn)	0.47
C=CCn1c2ccccc2c2nnc(SCC(=O)OC)nc21	0.79
CC(=O)O[C@H]1C(=O)[C@@]2(C)[C@H]([C@H](OC(=O)c3ccccc3)[C@]3(O)C[C@H](OC(=O)[C@H](O)[C@@H](NC(=O)c4ccccc4)c4ccccc4)C(C)=C1C3(C)C)[C@]1(OC(C)=O)CO[C@@H]1C[C@@H]2O	1.1
C=CCNC(=O)CCSc1nc(-c2ccco2)cc(C(F)(F)F)n1	0.35
c1ccc(-c2ccc(-c3nc(-c4ccc5c(c4)OCCCO5)cs3)s2)nc1	1.3
